# Bioassay records deposited in PubChem by National Center for Advancing Translational Sciences (NCATS).
# MBNL1-CUG inh: MBNL1-poly(CUG) RNA binding inhibition | Q9NR56 | TR-FRET MBNL1-His/biotin-(CUG)12 binding, 665/545 ratio | Potency, µM (highest dose often 57.5 µM), inactives show at the highest dose activity change, negative = inhibition, usual class: inhibitors | 280,000 tested, 0.036% active; active = well fitted inhibition curve with a large enough effect in the signal ratio, with a control signal flat, not every such curve was filed as active; inconclusive = small, poorly fitted or top-dose-only effect, or effect the other way, or a change in a side signal; inactive = no such curve, though single readings can be large or run the other way; the % refers to the signal ratio; also: % is scaled to controls: 0 for no effect and ±100 for the full control effect
# Target sequence (Q9NR56 whole entry, looked up): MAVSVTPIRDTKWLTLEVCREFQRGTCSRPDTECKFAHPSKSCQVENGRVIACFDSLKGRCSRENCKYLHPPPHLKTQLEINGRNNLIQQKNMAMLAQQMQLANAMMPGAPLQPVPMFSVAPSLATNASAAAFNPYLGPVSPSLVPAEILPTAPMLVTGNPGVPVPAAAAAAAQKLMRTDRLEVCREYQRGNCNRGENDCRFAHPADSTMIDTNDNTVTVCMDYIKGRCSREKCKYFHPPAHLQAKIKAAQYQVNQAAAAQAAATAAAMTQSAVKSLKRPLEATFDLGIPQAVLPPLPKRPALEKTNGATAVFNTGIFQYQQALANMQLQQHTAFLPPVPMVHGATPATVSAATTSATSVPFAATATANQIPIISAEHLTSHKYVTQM
#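 MBNL1-His + Biotin-(CUG)12, cpd titration 92 nM–58 uM; Tb anti-His Ab 0.055 ng/ul, SA-XL665 5 nM (final); 60 min RT; ratiometric 665/545 nm, Ex 340 nm; normalized to buffer and full-complex controls.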
# BRCA1 expr up: activators of BRCA1 expression; 380,000 tested, 1.1% active; AID 624202; MCF7-BRCA1-FFLuc reporter, luminescence, 48 h; response scale: scaled: vehicle 0%, 10 µM genistein 100%; Potency, µM (series often up to 46.1 µM), inactives show top-dose activation, usual class: activators; also: nearly all actives have a fitted effect of over 80% in size; some results filed as inactive show a strong effect at the top dose
#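 Quantitative HTS in MCF7 cells stably reporting BRCA1 expression via firefly luciferase. Compound treatment lasts 48 h at 37 °C in phenol-red free MEM. Activation is expressed relative to genistein at 10 microM and DMSO.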
# FLuc counter: firefly luciferase modulation, counter-screen for miR-21 project; purified FLuc, Km substrates, luminescence inhibition; 360,000 tested, 6.9% active; Potency, µM (top dose mostly 57.5 µM), for inactives: at the top dose activity change, negative = inhibition, actives largely listed as inhibitors; P08659; AID 588342;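 also: plate controls were vehicle for no effect and reference inhibitor for full effect; nearly all actives have a fitted effect of over 55% in size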
# Target sequence (P08659 whole entry, looked up): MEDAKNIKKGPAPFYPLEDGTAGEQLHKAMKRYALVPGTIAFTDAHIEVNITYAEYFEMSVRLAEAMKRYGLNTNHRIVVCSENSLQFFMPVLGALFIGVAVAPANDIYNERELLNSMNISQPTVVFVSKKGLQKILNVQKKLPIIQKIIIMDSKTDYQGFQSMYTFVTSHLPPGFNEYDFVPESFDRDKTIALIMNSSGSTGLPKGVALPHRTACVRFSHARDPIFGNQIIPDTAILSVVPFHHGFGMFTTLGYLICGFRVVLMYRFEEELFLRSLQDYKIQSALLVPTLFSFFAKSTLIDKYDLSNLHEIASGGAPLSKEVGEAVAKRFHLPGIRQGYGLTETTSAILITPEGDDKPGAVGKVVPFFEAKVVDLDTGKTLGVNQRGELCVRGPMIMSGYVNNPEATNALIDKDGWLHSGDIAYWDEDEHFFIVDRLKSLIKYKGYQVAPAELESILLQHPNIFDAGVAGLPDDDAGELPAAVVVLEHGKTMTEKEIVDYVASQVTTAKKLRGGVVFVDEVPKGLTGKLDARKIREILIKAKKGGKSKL
#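 Purified P. pyralis luciferase (10nM final) with 10uM D-luciferin and 10uM ATP (Km levels) in 50mM Tris acetate pH 7.5, 10mM Mg acetate, 0.01% Tween-20, 0.05% BSA; qHTS 6-point titration, ~60 µM downward; luminescence read.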
# Gal4-VP16 FLuc: counter-screen for ROR gamma inhibitors: Gal4-VP16 reporter. 310,000 tested, 3.5% active. Potency, µM (doses to about 53.6 µM), without a hit: top-dose activity, negative = inhibition, usual class: inhibitors. AID 2546. Drosophila S2 Gal4-VP16 UAS-luciferase, luminescence, 20 h;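 also: Gal4-VP16 expression switched on by copper sulfate through the metallothionein promoter; % is scaled to controls: 0 for no effect and ±100 for the full control effect; nearly all actives have a fitted effect of over 50% in size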
# NPC1 promoter act: activators of NPC1 promoter. Huh7 NPC1 promoter luciferase reporter, 24 h. Potency, µM (doses to about 9.22 µM), for inactives: at the top dose activation, hits mostly activators. 320,000 tested, 2.4% active. AID 485313;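 also: % of control where 0% means no effect; nearly all actives have a fitted effect of over 60% in size; reporter is driven by a mutant NPC1 promoter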
#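 Stably transfected Huh7 (NPC1 promoter→luciferase), 1500 cells/well in Opti-MEM + 10% FBS, 2 h settle, then compound 24 h at 37 °C. Luminescence after 10 min with Amplite reagent.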
# RORgamma inh: blocks mouse ROR gamma transcriptional activity; Drosophila S2 Gal4-RORgamma UAS-luciferase reporter, 20 h; AID 2551; Potency, µM (titrated, usually from 53.6 µM), for inactives: top-dose activity change, negative = inhibition, usual class: inhibitors; 310,000 tested, 5.4% active; also: % is scaled to controls: 0 for no effect and ±100 for the full control effect; nearly all actives have a fitted effect of over 60% in size
#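 Read-out: Photinus luciferase luminescence; inhibitors lower reporter signal. Insect Schneider cells with Gal4-ROR gamma fusion under metallothionein promoter, UAS reporter; 700 uM final copper sulfate induction, 20 hr, ambient temperature.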
# p53 reactivator: re-activators of mutant p53; H1299 p53-A138V BP100-luciferase reporter, luminescence, 24 h; Potency, µM (titrated, usually from 92.2 µM), inactives show at the top dose activity change, positive = activation, usual class: activators; 320,000 tested, 0.063% active; also: % of control where 0% means no effect; nearly all actives have a fitted effect of over 45% in size
#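 H1299 (p53-null), stable ts p53-A138V + BP100-Luc; 1000 cells/well, Opti-MEM/10% FBS; cpd 4 pt, 1:5; 24 h, 37 deg C, 5% CO2; detection reagent 10 min RT; luminescence.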
# ELG1 genotoxic: genotoxicity induction in ELG1-luciferase HEK293T cells. HEK293T ELG1-luciferase reporter, luminescence, 16 h. Potency, µM (series often up to 46 µM), for the others: top-dose activity change, positive = activation, usual class: activators. AID 504466. 330,000 tested, 1.3% active; also: % of control where 0% means no effect; nearly all actives have a fitted effect of over 60% in size
#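 Luminescence read-out: rising ELG1-luciferase signal, reflecting elevated ELG1 protein under genetic stress, flags genotoxic compounds. Cells were treated for 16 hr at 37 °C before ONE-Glo detection.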
# uPA surface inh: blocks generation of uPA at the cell surface. cell surface uPA generation assay, qHTS. Potency, µM (titrated, usually from 38.3 µM), for the others: at the highest dose activity change, negative = inhibition, usual class: inhibitors. 330,000 tested, 0.31% active. AID 540303; active = well fitted inhibition curve with a large enough effect; inconclusive = small, poorly fitted or top-dose-only effect; inactive = no such curve, though single readings can be large or run the other way; tested in mouse RAW 264.7 cells; also: % is scaled to controls: 0 for no effect and ±100 for the full control effect; nearly all actives have a fitted effect of over 55% in size
# Rab9 prom act: Rab9 promoter activation. AID 485297. Potency, µM (top dose mostly 9.22 µM), for the others: top-dose activation, negative = inhibition, usual class: activators. 320,000 tested, 2.8% active. Huh7 Rab9 promoter-luciferase reporter, luminescence, 24 h; also: % of control where 0% means no effect; nearly all actives have a fitted effect of over 60% in size
#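 Rab9 promoter-driven luciferase in stably transfected Huh7 cells; 1500 cells/well rested 2 h, exposed to compound in DMSO for 24 h at 37 °C, 5% CO2. Luminescence read 10 min after adding luciferase reagent at ambient temperature.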
# Starred values were filed as active, the others as inactive; ? = inconclusive; / = no result given; & = joins results of further samples; [ ] = remark or other dose. Unless noted, calls follow the shape of the dose curve; as a rule, active = well fitted curve in the direction sought with a large enough effect; inconclusive = small, poorly fitted or top-dose-only effect, or another doubt; inactive = no such curve, though single readings can be large; an effect the other way counts as inactive or inconclusive. Potency is read from the fitted curve at half-maximal effect.
SMILES,MBNL1-CUG inh,BRCA1 expr up,FLuc counter,Gal4-VP16 FLuc,NPC1 promoter act,RORgamma inh,p53 reactivator,ELG1 genotoxic,uPA surface inh,Rab9 prom act
O=C(c1ccccc1NS(=O)(=O)c1ccc(F)cc1)N1CCCCC1,-1%,2%,1%,/,-2%,/,/,-1%,-8%,-3%
COc1ccc(/C=C/C(=O)N(C)c2ccccc2C(=O)O)cc1,-3%,16%,-15%,-5%,1%,11%,1%,2%,5%,3%
O=C(O)C[C@@H]1C(=O)O[C@@H]2C(COC(=O)c3cc(O)c(O)c(O)c3)O[C@@H](OC(=O)c3cc(O)c(O)c(O)c3)[C@@H](OC(=O)c3cc(O)c(O)c4c3[C@H]1[C@H](O)C(=O)O4)[C@H]2OC(=O)c1cc(O)c(O)c(O)c1 (stereo not given in full),?,/,?,-1%,-4%,-28%,2%,-2%,/,-11%
Cn1c(SCc2ccccc2)nnc1-c1ccc2nonc2c1,/,42%,-4%,4%,7%,45%,1%,4%,2%,12%
COC(=O)c1ccc(Cn2nc(-c3ccc(C)cc3)ccc2=O)cc1,2%,2%&18%,-5%&0%,3%,-4%,-4%,-1%,0%,9%,-2%[1.84 µM]
Cc1ccccc1NC(=O)C1c2cccc[n+]2CC(=O)N1c1c(C)cccc1C (stereo not given),10%,-1%,5%,1%,5%,-26%,29%,0%,-4%,-4%
CCOCCCNCc1ccc(OCC(=O)N2CCOCC2)c(OC)c1,-1%,-1%,1%,2%,-1%,10%,8%,2%,4%,2%
Cc1onc(-c2ccccc2Cl)c1C(=O)N1CCN(C/C=C/c2ccccc2)CC1,0%,-24%,3%,1%,4%,?,-3%,-12%,0%,-4%
Cc1ccsc1C(=O)OCc1nc2ccsc2c(=O)[nH]1,/,22%,-13%,/,3%,/,6%,7%,1%,-5%
O=C1CN(C(=O)CN2CCOCC2)C(c2ccccc2)c2cc(Br)ccc2N1 (stereo not given),5%,-32%,1%,0%,1%,17%,-5%,-2%,-2%,5%
NC(=O)c1ccc(NC(=O)CN2CCN(c3ccc(Cl)cc3)CC2)cc1,-5%,-14%,0%,5%,-2%,5%,-1%,-6%,-17%,16%
OCCn1c(-c2ccc3c(c2)OCO3)csc1=Nc1ccccc1,6%,-51%,?,?,17%,?,6%,-1%,0%,2%
Clc1ccccc1OCCN1CCC(Cc2ccccc2)CC1,-6%,-42%,-3%,-13%,-5%,-27%,0%,-8%,-14%,0%
CCn1c(C)nc([N+](=O)[O-])c1C(=O)O,6%,6%,-1%,-1%,1%,0%,0%,2%,2%,2%
O=C(CSc1nc2ccccc2c(=O)n1-c1ccccc1F)NC1CCS(=O)(=O)C1 (stereo not given),/,-4%,-1%,/,4%,/,-5%,7%,9%,-1%

# Part of the list above in order of formula weight, low to high:
SMILES,MBNL1-CUG inh,BRCA1 expr up,FLuc counter,Gal4-VP16 FLuc,NPC1 promoter act,RORgamma inh,p53 reactivator,ELG1 genotoxic,uPA surface inh,Rab9 prom act
Cc1ccsc1C(=O)OCc1nc2ccsc2c(=O)[nH]1,/,22%,-13%,/,3%,/,6%,7%,1%,-5%
CCOCCCNCc1ccc(OCC(=O)N2CCOCC2)c(OC)c1,-1%,-1%,1%,2%,-1%,10%,8%,2%,4%,2%
Cc1onc(-c2ccccc2Cl)c1C(=O)N1CCN(C/C=C/c2ccccc2)CC1,0%,-24%,3%,1%,4%,?,-3%,-12%,0%,-4%

# Next part
SMILES,MBNL1-CUG inh,BRCA1 expr up,FLuc counter,Gal4-VP16 FLuc,NPC1 promoter act,RORgamma inh,p53 reactivator,ELG1 genotoxic,uPA surface inh,Rab9 prom act
COc1ccc(N2CC(C(=O)Nc3ccc(S(=O)(=O)N4CCCCC4)cc3)CC2=O)cc1 (stereo not given),-3%,-14%,-2%,-5%,0%,?,-6%,-7%,9%,1%
CCc1ccc(C(O)(CNCc2ccccc2)c2ccccc2)cc1 (stereo not given),1%,-25%,-4%,13µM*,2%,-19%,3%,-7%,-2%,-1%
Cc1ccc(C(C)(C)C)c(OCCCCN2CCCC2)c1,/,-41%,-4%,-12%,-1%,-24%,-6%,-9%,1%,-1%
CN(C)CCNC(=O)C(=O)NCC1OCCCN1S(=O)(=O)c1cccs1 (stereo not given),-8%,-19%,0%,-21%,-3%,-14%,-3%,3%,2%,-1%
N#CC(c1ccc(Cl)cc1)c1cccc(Cl)n1 (stereo not given),3%,-19%,5%,8%,-1%,20%,6%,7%,-2%,-6%
CCCC1Cc2nc(N3CCCCC3)c(C#N)cc2CO1 (stereo not given),-2%,6%,1%,-18%,0%,-24%,1%,-4%,/,0%
O=C(O)CC(=O)NC12CC3CC(CC(C3)C1)C2,-1%&2%,-5%&-2%,6%&1%,4%&3%,2%&-1%,-11%&-11%,1%&-3%,0%&2%,-7%&-7%,0%&15%
COc1ccc(NC(=O)CSc2nnc(-c3ccccn3)n2N)cc1Cl,2%,-18%,-2%,-24%,-6%,-15%,3%,2%,/,3%
O=[N+]([O-])CC(c1ccc(F)cc1)c1c[nH]c2ccccc12 (stereo not given),3%,-45%,-2%,-16%,-23%,-6%,4%,-3%,?,-18%
Cc1cccc(C)c1NC(=O)c1ccccc1C(=O)O,-9%,1%,5%,-4%&-10%,3%,-22%&-8%,3%,3%,-3%,-1%
CCN(C(=O)COC(=O)c1ccc(Cl)c(S(=O)(=O)N2CCCCC2)c1)C1CCS(=O)(=O)C1 (stereo not given),/,-1%,/,/,/,/,2%,-3%,-3%,/
Cc1cc(-c2ccc(S(=O)(=O)N3CCc4ccccc4C3)s2)on1,0%,7%,0%,8%,-7%,-10%,1%,-1%,-12%,-2%
COc1ccc(OC)c(NC(=O)COC(=O)/C=C/c2ccccc2Cl)c1,-13%,5%,-1%,-5%,5%,3%,6%,-2%,3%,2%
O=C(C[C@H]1C/C=C\CC[C@H](Cc2ccc(F)cc2)C(=O)O[C@@H](c2ccccc2)CNC1=O)N[C@H](CO)Cc1ccccc1,/,-55%,/,/,/,/,-15%,-7%,-16%,/
COc1ccc(-c2ccnc3nc(/N=C/N(C)C)nn23)cc1,27%,-8%,2%,2%,-8%,10%,-1%,15%,-5%,-1%
CCOC(=O)CNC(=O)C(=O)c1c(O)[nH]c2ccccc12,13%,2%,1%,11%,0%,-33%,0%,-2%,0%,-4%
O=S(Cc1ccccc1)CC(O)(c1ccc(Cl)cc1)c1ccc(Cl)cc1 (stereo not given),-2%,-18%,3%,-16%,0%,?,-1%,-7%,/,-1%
CC(C)CN(C(=O)COC(=O)CN1C(=O)c2ccccc2C1=O)c1c(N)n(Cc2ccccc2)c(=O)[nH]c1=O,/,-16%,0%,/,-2%,/,-2%,-2%,5%,-7%
CN(C)c1ccc(C(=O)NNC(=O)Nc2ccccc2)cc1,1%,15%,-1%,-22%,17%,36%,1%,5%,3%,24%
O=C(N/N=C/c1ccccc1C(F)(F)F)c1ccc(O)cc1,1%,?,11µM*,-28%,?,?,-4%,?,0%,?
O=C(c1ccc(Cl)cc1)C1CCCN(Cc2cnn(-c3ccccc3)c2)C1 (stereo not given),-16%,-37%,1%,8%,1%,1%,6%,-7%,-2%,-5%
CCOc1ccccc1C(=O)Nc1ccc(S(=O)(=O)Nc2cc(OC)nc(OC)n2)cc1,-1%,-2%,8%,-3%,-4%,-20%,-10%,-1%,10%,-2%
O=C(CNC(=O)c1ccc2c(c1)OCO2)N/N=C(Br)/C=C/c1ccccc1,/,-64%,-18%,-55%,-9%,?,-4%,0%,-10%,-13%

# A different layout for 6 compounds above:
# Below each SMILES: MBNL1-CUG inh	BRCA1 expr up	FLuc counter	Gal4-VP16 FLuc	NPC1 promoter act	RORgamma inh	p53 reactivator	ELG1 genotoxic	uPA surface inh	Rab9 prom act
> COc1ccc(/C=C/C(=O)N(C)c2ccccc2C(=O)O)cc1
 : -3%	16%	-15%	-5%	1%	11%	1%	2%	5%	3%
> N#CC(c1ccc(Cl)cc1)c1cccc(Cl)n1 (stereo not given)
 : 3%	-19%	5%	8%	-1%	20%	6%	7%	-2%	-6%
> CCc1ccc(C(O)(CNCc2ccccc2)c2ccccc2)cc1 (stereo not given)
 : 1%	-25%	-4%	13µM*	2%	-19%	3%	-7%	-2%	-1%
> COc1ccc(-c2ccnc3nc(/N=C/N(C)C)nn23)cc1
 : 27%	-8%	2%	2%	-8%	10%	-1%	15%	-5%	-1%
> CCn1c(C)nc([N+](=O)[O-])c1C(=O)O
 : 6%	6%	-1%	-1%	1%	0%	0%	2%	2%	2%
> O=C(c1ccc(Cl)cc1)C1CCCN(Cc2cnn(-c3ccccc3)c2)C1 (stereo not given)
 : -16%	-37%	1%	8%	1%	1%	6%	-7%	-2%	-5%

# Compounds were not picked by outcome; overall some 13% were active at least once.
